Screening results deposited in PubChem by National Center for Advancing Translational Sciences (NCATS).
DT40 TDP1 no CPT: qHTS for Inhibitors of human tyrosyl-DNA phosphodiesterase 1 (TDP1): qHTS in cells in absence of CPT. DT40 Tdp1-/- hTDP1 cells, no CPT, ATP luminescence, 48 h. 15% of 420,000 active. Potency, µM (titrated, usually from 46.2 µM), for the others: at the top dose activity change, negative = growth inhibition, most hits filed as inhibitors; also: nearly all actives have a fitted effect of over 55% in size
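Readout: luminescence from CellTiter-Glo after 30 min in the dark at RT. Cells: DT40 Tdp1-/- with stable hTDP1, 400/well. Exposure: compounds alone, ≥48 hr, 37 °C.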
TDP1 inh: TDP1 (human) enzyme inhibition; Q9NUW8; recombinant TDP1, AlphaScreen DNA substrate cleavage; Potency, µM (highest dose often 130 µM), inactives show top-dose activity change, negative = inhibition, hits mostly inhibitors; 0.28% of 350,000 active; AID 485290; also: nearly all actives have a fitted effect of over 40% in size
Target sequence (Q9NUW8 whole entry, looked up): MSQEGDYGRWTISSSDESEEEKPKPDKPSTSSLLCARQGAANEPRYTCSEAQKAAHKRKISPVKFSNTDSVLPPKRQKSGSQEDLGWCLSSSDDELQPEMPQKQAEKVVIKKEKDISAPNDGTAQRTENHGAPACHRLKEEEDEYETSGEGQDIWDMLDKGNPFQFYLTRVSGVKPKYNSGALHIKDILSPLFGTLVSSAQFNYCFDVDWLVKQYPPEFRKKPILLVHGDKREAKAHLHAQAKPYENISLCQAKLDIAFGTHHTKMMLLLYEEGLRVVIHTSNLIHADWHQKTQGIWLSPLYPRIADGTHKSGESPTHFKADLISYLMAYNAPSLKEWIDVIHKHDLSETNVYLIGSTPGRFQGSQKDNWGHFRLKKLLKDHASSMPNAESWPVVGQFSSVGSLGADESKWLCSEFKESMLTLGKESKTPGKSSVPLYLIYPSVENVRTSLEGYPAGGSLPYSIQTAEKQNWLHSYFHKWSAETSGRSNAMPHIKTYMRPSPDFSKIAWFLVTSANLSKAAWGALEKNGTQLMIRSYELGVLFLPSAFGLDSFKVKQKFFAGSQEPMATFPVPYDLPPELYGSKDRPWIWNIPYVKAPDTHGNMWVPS
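Here, a 5' biotin and 3' phosphotyrosine-FITC DNA oligonucleotide reports Tdp1 activity: intact substrate bridges AlphaScreen beads, while cleavage leaves a 3' phosphate and drops signal. All incubations at room temperature.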
DT40 TDP1 CPT: DT40-hTDP1 cell growth loss with CPT; chicken DT40 Tdp1-/-;hTDP1 cells + 20 nM CPT, ATP luminescence, 48 h; Potency, µM (highest dose often 46.2 µM), inactives show at the highest dose activity change, negative = growth inhibition, usual class: inhibitors; 12% of 420,000 active; AID 686979; also: nearly all actives have a fitted effect of over 55% in size
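Chicken DT40 Tdp1-/- cells stably complemented with human TDP1 were seeded at 400 cells/well in medium containing 20 nM camptothecin, exposed to pin-transferred compounds, and grown at 37 °C for at least 48 hr. Viability was read as ATP luminescence.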
The depositor's hits bear a star; ? = inconclusive; nt = not tested or not shown; & = joins results of further samples; [ ] = another dose, or the depositor's remark. Calls follow the shape of the dose curve; as a rule, active = well fitted curve in the direction sought with a large enough effect; inconclusive = small, poorly fitted or top-dose-only effect, or another doubt; inactive = no such curve, though single readings can be large; an effect the other way counts as inactive or inconclusive. % is scaled to controls: 0 for no effect and ±100 for the full control effect; potency is read from the fitted curve at half-maximal effect. This is a random part of the collection (roughly 18% active in at least one column).

Sample of the layout, 6 compounds:
smiles	DT40 TDP1 no CPT	TDP1 inh	DT40 TDP1 CPT
COc1ccc(NC2CCCN(C(=O)c3cccnc3SC)C2)cc1OC (configuration not stated)	10%	2%	-4%
O=C1CCCc2nc3c(cc21)C(O)Oc1ccccc1-3 (configuration not stated)	-14%	0%	-1%
O=C1COc2ccc(-c3cc(-c4ccc(F)cc4)c4c(n3)-c3ccccc3OC4)cc2N1	5.8µM*	-5%	6.5µM*
O=C(C[C@@H]1C=C[C@@H](NC(=O)c2cccnc2)[C@@H](CO)O1)NCc1ccncn1	1%	nt	10%
COc1cccc(NC(=O)c2ccn(C)n2)c1	-4%	9%[56.1 µM]	-20%
Cc1c(Cl)cccc1NC(=S)NN	?	-3%	?

This part in full, from the first entry:
smiles	DT40 TDP1 no CPT	TDP1 inh	DT40 TDP1 CPT
COc1ccc(NC2CCCN(C(=O)c3cccnc3SC)C2)cc1OC (configuration not stated)	10%	2%	-4%
O=C1CCCc2nc3c(cc21)C(O)Oc1ccccc1-3 (configuration not stated)	-14%	0%	-1%
O=C1COc2ccc(-c3cc(-c4ccc(F)cc4)c4c(n3)-c3ccccc3OC4)cc2N1	5.8µM*	-5%	6.5µM*
O=C(C[C@@H]1C=C[C@@H](NC(=O)c2cccnc2)[C@@H](CO)O1)NCc1ccncn1	1%	nt	10%
COc1cccc(NC(=O)c2ccn(C)n2)c1	-4%	9%[56.1 µM]	-20%
Cc1c(Cl)cccc1NC(=S)NN	?	-3%	?
COc1ccc(N2CCN(C(=O)c3cnc(N4CCOCC4)c4ccccc34)CC2)cc1	23µM*	7%	?
COc1cc(C)ccc1OCC(=O)OCC(=O)c1ccc[nH]1	-13%	-2%	11%
CCCCNC(=O)OCCNC(=O)Oc1cccc(C)c1	-2%	4%	-19%
COC(=O)CCC(=O)NNC(=O)c1ccc([N+](=O)[O-])cc1	12%	-5%	18%
CC1CCCN(c2ncnc3c2nc2n3CCCCC2)C1 (configuration not stated)	?	7%	-24%
CCCNC(=O)Cc1cc(=O)[nH]c(=O)[nH]1	-4%	2%	9%
Cc1cccc(C)c1NC(=O)C1CC(=O)N(C(C)C)C1 (configuration not stated)	-6%	1%	11%
COc1ccc(-n2c(=O)c(-c3cccc(C#N)c3)nc3cnc(N4CCNCC4)nc32)cc1	-15%	nt	4%
O=C(c1ccc(Cl)cc1)c1cnc(-c2ccc(Cl)cc2)s1	-10%	4%	2%
CN(C(=O)CSc1nnc(-c2ccco2)n1C)C1CCCCC1	2%	-5%	2%
CN(c1ccc(OCC(=O)OCC(=O)Nc2ccc(Br)cc2)cc1)S(=O)(=O)c1cccs1	-1%	-1%	-4%
Clc1ncc(CN2CCN(Cc3ccccc3)CC2)s1	11%	2%	7%
OC[C@@H]1O[C@@H](n2cnc3c(NC4CCCC4)ncnc32)[C@H](O)[C@H]1O	-16%	-11%[56.1 µM]	1%
COc1ccc2sc(N(CCCN(C)C)C(=O)c3ccc(S(=O)(=O)N(C)C4CCCCC4)cc3)nc2c1	?	nt	?
CSCC[C@H](Nc1ncnc2sc(C)c(C)c12)C(=O)O	-10%	5%	-1%
CC1(C(=O)O)CCC(C(=O)Nc2ccc3ccccc3c2)C1(C)C (configuration not stated)	-8%	2%	6%
CC1(C)Cc2ccccc2C(CSc2ccccc2C(=O)O)=N1	?	10%	-23%
CCOC(=O)N1CCC(NC(=O)CCc2c(C)nc3c(c(C)nn3-c3ccccc3)c2C)CC1	-5%	nt	-19%
CC(C(=O)NCC1CCCCC1)N1CCN(S(=O)(=O)/C=C/c2ccccc2)CC1 (configuration not stated)	?	-1%	?
O=C(NC(=S)Nc1ccccc1N1CCCC1)c1cccc(F)c1	?	10%	?
CC(=O)c1ccc(NC(=O)COC(=O)/C=C/c2cccs2)cc1	?	0%	?
CN1C(=O)N(CC(=O)N2CCN(S(=O)(=O)c3ccc(Cl)s3)CC2)C(=O)C12CCCCC2	-21%	-1%	?
O=C(CSc1ccc(-c2cccc([N+](=O)[O-])c2)nn1)N1CCCC1	-13%	8%	5%
COc1cc2c(cc1N)-c1ccc(N)cc1C2	-4%	nt	-18%

Continued.
smiles	DT40 TDP1 no CPT	TDP1 inh	DT40 TDP1 CPT
CSc1nc(C2CC2)cc(-c2cccs2)c1C#N	-21%	-14%	-29%
CC(=O)/C(=C/N(C)C)Sc1ccc(C)cc1	-22%	6%	-3%
CC(=O)Nc1ccc(S(=O)(=O)Nc2nc3ccccc3nc2N2CCCCCC2)cc1	-6%	9%	-5%
O=C(NCCc1ccccc1)c1ccc(CS(=O)(=O)c2ccc(Br)cc2)o1	?	1%&7%	?
COc1cccc(N2CCN(CC(=O)Nc3ccccc3C(=O)NCCc3ccccc3)CC2)c1	18µM*	0%[56.1 µM]	21µM*
CCN(Cc1ccc2c(c1)OCCO2)C(=O)CSc1nc(C)nc2sc(C)c(C)c12	?	2%	?
CCc1nc2ccc(C(=O)Nc3cc(-c4ccccc4)ccc3OC)cn2c1N(C)Cc1ccc(OC)cc1	8.2µM*	nt	7.3µM*
S=c1[nH]nc(COc2ccccc2)n1/N=C/c1ccccc1Cl	-5%	nt	27%
O=C(N/N=C/C=C/c1ccccc1)c1cc(C2CC2)[nH]n1	-20%	-3%	7%
OC(C#CCN1CCCCC1)(c1ccccc1)c1ccccc1	?	-6%	?
Cc1cc(C)c(NC(=O)Cn2nnc(C(=O)NCc3ccco3)c2N)c(C)c1	-26%	0%	-17%
O=C(CSc1nnc(NC(=O)CN2CCOCC2)s1)Nc1ccccc1	-5%	2%	2%
CC(C)N1C(=O)CC(Nc2cccc3cccc(N)c23)C1=O (configuration not stated)	21µM*	6%	23µM*
CCOc1ccc(/C=N/n2cnnc2)cc1	-14%	2%	1%
CCOC(=O)COc1ccc(/C=C2\NC(=S)N(CC)C2=O)cc1	-24%	0%	-9%
O=C(Cc1csc(N2CCOCC2)n1)N/N=C/c1cccc(O)c1	-19%	2%	-30%
COc1cc(/C=C2\C(=N)N3N=C(S(C)(=O)=O)SC3=NC2=O)ccc1OC(=O)c1cccs1	5%	-19%	-4%
Cc1ccc2oc(=O)c3cnn(CC(=O)N(CCC(C)C)Cc4ccco4)c3c2c1	-26%	1%	-11%
CCCc1nnc(SCC(=O)N2CCCCC2C)n1CCOC (configuration not stated)	?	6%	-14%
CC(=O)Nc1c(N)c2ccccc2oc1=O	0%	-5%	15%
CC1CCC2(CC1)NC(=O)N(CC(=O)Nc1ccc3[nH]c(=O)[nH]c3c1)C2=O (configuration not stated)	-19%	-3%[0.505 µM]	-13%
Cc1ccc2c(CNC3CCC(C)CC3)c(C(=O)O)n(Cc3cccc(F)c3)c2c1 (configuration not stated)	?	6%	?
CCN(CC)Cc1nc2sc(C)c(C)c2c(=O)[nH]1	15%	8%	-3%
CCOC(=O)C1CCN(C2=C(NS(=O)(=O)c3ccc(Cl)cc3)C(=O)c3ccccc3C2=O)CC1	?	nt	-16%
CC(=O)c1sc(Nc2ccc3c(c2)OCO3)nc1C	-3%	nt	11%
COc1ccc(/C=C/C(=O)OCn2c(SC)nnc(C)c2=O)cc1OC	-10%	0%	-2%
Fc1ccccc1-c1nnc2ccc3ccccc3n12	?	nt	2%
C/C(=N\Nc1ccc([N+](=O)[O-])cc1)c1ccc(N2CCOCC2)cc1	-5%	0%	6%
CC(=O)Nc1c(-c2cc(=O)oc3cc(C)ccc23)oc2ccccc12	?	nt	?
CCOC(=O)C1CCCN(C(=O)c2ccc(OC)c([N+](=O)[O-])c2)C1 (configuration not stated)	-26%	3%	-9%

Going on with the list.
smiles	DT40 TDP1 no CPT	TDP1 inh	DT40 TDP1 CPT
CCc1nc2c(OCC(N)=O)cccn2c1N(C)C(=O)c1ccc(OC)cc1	-6%	nt	-53%
CCn1cc(C(=O)OCC(=O)c2cc(C)n(-c3cccc(C(F)(F)F)c3)c2C)c(=O)c2ccc(C)nc21	?	5%	?
O=C(Cn1cc(C(F)(F)F)ccc1=O)N/N=C/c1ccccc1O	7.3µM*	4%	16µM*
Cc1ccc(C(=O)Nc2cc(C(F)(F)F)ccc2-n2cncn2)o1	?	-1%	-19%
Brc1cccc(OCCN2CCOCC2)c1	-13%	nt	1%
COC(=O)c1[nH]c2cccc(OC)c2c1NC(=O)CN1CCN(c2cccc(OC)c2)C(C)C1 (configuration not stated)	15µM*	3%	?
Nc1ccc(C=Cc2ccc(N)cc2)cc1	18µM*	nt	21µM*
COc1cccc(CNC(=O)CCS(=O)(=O)c2ccc3c(c2)NC(=O)C(C)S3)c1 (configuration not stated)	-16%	-15%	?
C#CCNC(=O)C1=C[C@@H](c2coc3ccccc3c2=O)C[C@@H](OCCCCO)O1	-3%	6%	-22%
Cc1nc(Cl)c(Cl)n1CCOc1ccccc1	-1%	8%	3%
NC(=O)c1cnn2c1NC(c1ccc(F)cc1)CC2C(F)(F)F (configuration not stated)	-13%	5%	-14%
Clc1ccc(Nc2nc(-c3ccncc3)cs2)cc1	4%	nt	-20%
COc1cccc(NC(=O)Cn2nnc(C(=O)NCc3cccs3)c2N)c1	4%&-19%	1%&3%	-17%&7%
Cc1ccc([N+](=O)[O-])cc1N/C=C1\CCCCC1=O	?	5%	?
Nc1ccc(C(CC(=O)O)n2cccc2)cc1 (configuration not stated)	3%	nt	4%
O=C(COc1ccc2ccccc2c1)N/N=C/c1ccccn1	?	6%	?
COc1cc(NC(=O)CSc2nc3[nH]ncc3c(=O)n2-c2ccccc2C)cc(OC)c1OC	?	0%	?
Cc1cc(C)c(Cn2cnc3nc4c(cc3c2=O)CCCC4)c(C)c1	?	5%	-20%
Cc1cc(C)c(C)c(S(=O)(=O)NCCCN2CCCC2=O)c1C	-14%	3%	4%
Cc1cc(C)nc(NC(=O)c2cc3ccccc3o2)n1	-9%	5%	-14%
N#CC1=C(N)Oc2n[nH]c(-c3ccccc3)c2C1c1ccsc1 (configuration not stated)	12µM*	1%	?
COc1ccc(NC(=O)c2oc3ccc(S(=O)(=O)N4CCCCC4)cc3c2C)cc1	?	5%	?
O=C(Nc1ccccc1)Nc1ccc2ccccc2n1	10%	nt	-20%
CCC(=O)N(Cc1cc(=O)[nH]c2ccccc12)c1cccc(C)c1	?	3%	-27%
CN(Cc1ccc(F)cc1)S(=O)(=O)c1nnc(NC(=O)c2ccccc2Cl)s1	?	6%	?
O=C(Cn1c(=O)oc2cc(S(=O)(=O)N3CCCCC3)ccc21)Nc1cccc(Cl)c1	9.2µM*	-1%	8.2µM*
CCCSc1nc2c(cnn2-c2ccc(Cl)cc2)c(=O)[nH]1	?	-1%	?
COc1ccccc1C(=O)NC(=O)COC(=O)C1CC2CCCC(C1)C2=O (configuration not stated)	-9%	0%	-13%
COc1ccc(CC(=O)N(Cc2ccccc2)c2cccc(C)c2)cc1OC	15µM*	2%	?
COc1ccc(-n2c(SCC(=O)Nc3nccs3)nnc2-c2ccc(Cl)cc2)cc1	4%	nt	-25%

The results go on:
smiles	DT40 TDP1 no CPT	TDP1 inh	DT40 TDP1 CPT
c1coc(CNCC2OCCc3ccccc32)c1 (configuration not stated)	-10%	0%	-15%
CCCc1cc(Nc2ccccc2C)n2ncnc2n1	6%	nt	7%
COc1ccc(NC(C)=O)cc1NC(C)C(=O)Nc1ccc(F)c(F)c1F (configuration not stated)	-7%	4%	-6%
Cn1c(Nc2ccccc2)nc2ccccc21	1%	6%	-16%
O=C1CCc2cc(NS(=O)(=O)c3ccccc3)cc3c2N1CC3	-19%	nt	7%
Cc1ccc(NC(=O)c2ccc3c(c2)S(=O)(=O)c2ccccc2C3=O)cc1S(=O)(=O)N1CCOCC1	-6%	nt	-3%
COc1cccc2cc(-c3nc4ccccc4[nH]3)c(=O)oc12	?	nt	-5%
COCCn1c(SCC(=O)Nc2ccc3c(c2)OCCO3)nc2ccccc2c1=O	?	nt	?
Nc1ncnc2c1ncn2C1OC(C(=O)NC2CC2)C(O)C1O (configuration not stated)	0%	nt	12%
Cc1nc2nc(Cc3ccccc3)[nH]n2c(=O)c1Cl	2%	12%	0%
COc1ccc(CNC(=O)CCn2ccc3cc(S(=O)(=O)N4CCCC4)ccc32)cc1	0%	-13%	-10%
Cc1cc2c3c(cccc3n1)C(=O)c1ccccc1-2	?	14%	?
